Bioassay records (PubChem)
Menin MLL FP TR: qHTS Assay for Inhibitors Targeting the Menin-MLL Interaction in MLL Related Leukemias: Competition With Texas Red Labeled MLL-derived Mutant Peptide. Menin + Texas Red MLL mutant peptide, fluorescence polarization. AID 1768, 2009. O00255. hit rate 0.23% among 270,000. Potency, µM (doses to about 61.6 µM), inactives show at the top dose FP activity change, negative = inhibition, most hits filed as inhibitors; active = well fitted inhibition curve with a large enough effect in the polarisation, with a control signal flat, not every such curve was filed as active; inconclusive = small, poorly fitted or top-dose-only effect, or effect the other way, or a change in a side signal; inactive = no such curve, though single readings can be large or run the other way; the % refers to the polarisation; note: % of control where 0% means no effect; many of its hits are not listed in these tables
Target sequence (O00255 whole entry, looked up): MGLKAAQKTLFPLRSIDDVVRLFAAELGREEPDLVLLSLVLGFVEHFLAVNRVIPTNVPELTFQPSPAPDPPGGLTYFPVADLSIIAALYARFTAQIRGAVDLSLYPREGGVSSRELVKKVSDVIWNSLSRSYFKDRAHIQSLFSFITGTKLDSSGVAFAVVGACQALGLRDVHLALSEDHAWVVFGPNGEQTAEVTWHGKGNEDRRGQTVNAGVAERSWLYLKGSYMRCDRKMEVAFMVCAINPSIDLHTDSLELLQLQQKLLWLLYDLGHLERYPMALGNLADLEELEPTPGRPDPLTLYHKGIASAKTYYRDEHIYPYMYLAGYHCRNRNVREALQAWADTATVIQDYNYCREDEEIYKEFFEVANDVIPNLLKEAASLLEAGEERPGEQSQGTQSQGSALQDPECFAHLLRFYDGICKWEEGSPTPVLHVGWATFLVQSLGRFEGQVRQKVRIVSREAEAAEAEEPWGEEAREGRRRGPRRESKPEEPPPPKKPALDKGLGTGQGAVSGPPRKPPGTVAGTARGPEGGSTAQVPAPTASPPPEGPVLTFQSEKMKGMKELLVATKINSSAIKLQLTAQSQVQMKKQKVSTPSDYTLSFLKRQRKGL
Numbers without * were called inactive; ? = inconclusive; & = joins results of further samples; [ ] = dose if it differs, or a comment. Potency is the fitted concentration of half-maximal effect. Not all compounds are listed, so the mix of outcomes need not match the whole.

SMILES	Menin MLL FP TR
N#Cc1ccc(CN2CCC3(CC2)CCN(C(=O)c2ccncc2)CC3)cc1	5%
CC(C)CC(NC(=O)CN)C(=O)NC(Cc1ccccc1)C(=O)O (stereo not drawn)	-7%
N[C@@]1(C(=O)O)CN[C@H](C(=O)O)C1	16%[24.8 µM]
OC[C@@H]1O[C@H](O)[C@H](O)[C@@H](O)[C@@H]1O	-8%
CC(C)NC(=O)N1CC2(CCN(C(=O)c3cccn3C)CC2)C1	4%
CS(=O)(=O)N1CCC[C@@]2(CCN(Cc3nccs3)C2)C1	4%
CC(=O)OCC(NC(=O)C(C)NC(=O)OC(C)(C)C)C1OC(n2ccc(=O)[nH]c2=O)C(OC(C)=O)C1OC(C)=O (stereo not drawn)	21%
COc1ccc(-c2nc3cnc(N4CCOCC4)nc3n(C3CC3)c2=O)cc1	-9%
CC[N+]1(C)[C@@H]2CC[C@H]1CC(OC(=O)[C@H]1CC[C@@](C(=O)OC3C[C@H]4CC[C@@H](C3)[N+]4(C)CC)(c3ccccc3)c3ccccc31)C2 (stereo partly drawn)	-14%[24.8 µM]
Cn1cccc1C(=O)N1CCC2(CC1)CN(c1cccc(-c3ccccc3)c1)C2	2%
CN1CCN(c2ncc3nc(-c4cccc(C#N)c4)c(=O)n(Cc4ccc(F)cc4)c3n2)CC1	-2%
C=CCC(C)(O)C#Cc1ccccc1 (stereo not drawn)	1%
COc1ccc(Oc2ncc3nc(-c4ccc(Cl)cc4)c(=O)n(C)c3n2)cc1	-3%
COc1cccc(-c2ccc3ncnc(NCCN4CCOCC4)c3c2)c1	-26%
C[C@@H](C(=O)NCc1nc2ccccc2[nH]1)[C@@H]1C[C@@]1(C)[C@@H](NC(=O)OCc1ccccc1)c1ccccc1	17%

4 neighbouring records from above, quoted:
SMILES	Menin MLL FP TR
C=CCC(C)(O)C#Cc1ccccc1 (stereo not drawn)	1%
COc1ccc(Oc2ncc3nc(-c4ccc(Cl)cc4)c(=O)n(C)c3n2)cc1	-3%
COc1cccc(-c2ccc3ncnc(NCCN4CCOCC4)c3c2)c1	-26%
C[C@@H](C(=O)NCc1nc2ccccc2[nH]1)[C@@H]1C[C@@]1(C)[C@@H](NC(=O)OCc1ccccc1)c1ccccc1	17%

5 compounds from above, ordered by length of the SMILES, lowest first:
SMILES	Menin MLL FP TR
C=CCC(C)(O)C#Cc1ccccc1 (stereo not drawn)	1%
CC(C)NC(=O)N1CC2(CCN(C(=O)c3cccn3C)CC2)C1	4%
COc1ccc(-c2nc3cnc(N4CCOCC4)nc3n(C3CC3)c2=O)cc1	-9%
COc1ccc(Oc2ncc3nc(-c4ccc(Cl)cc4)c(=O)n(C)c3n2)cc1	-3%
C[C@@H](C(=O)NCc1nc2ccccc2[nH]1)[C@@H]1C[C@@]1(C)[C@@H](NC(=O)OCc1ccccc1)c1ccccc1	17%

The results go on.
SMILES	Menin MLL FP TR
CCC/C=C(\CCC)C(NC(=O)OCC(C)C)c1ccccc1 (stereo not drawn)	-1%
CN(C)c1nc(-c2cccc(NS(C)(=O)=O)c2)nc2ccccc12	14%
COC/C=C/C1=CC2=CC(=O)C(C)(OC(=O)c3cnc4ccccc4n3)C(=O)C2=CN1C1CCCC1 (stereo not drawn)	-14%[11.7 µM]
CN1CCN(c2ncc3nc(-c4cn(C)c5ccccc45)c(=O)n(-c4ccccc4)c3n2)CC1	-2%
COc1ccccc1C1CC(=O)Oc2cc3c(cc21)OCO3 (stereo not drawn)	?
COc1ccc(COC(=O)N/N=C2/C[C@@H](O)[C@@H](O)[C@@H]3[C@@H]4C(=O)N(C5CCCCC5)C(=O)[C@H]4CC[C@@H]23)cc1	-1%[11.7 µM]
CCCCC(C=O)NC(=O)C(CC(C)C)NC(=O)OCc1ccccc1 (stereo not drawn)	5%[24.8 µM]
COC1OC2COC(c3ccccc3)OC2C(O)C1O (stereo not drawn)	0%[24.8 µM]
FC(F)(F)c1cc(NC(=S)NC23CC4CC(CC(C4)C2)C3)cc(C(F)(F)F)c1	?
CC[C@H](C)[C@H](NC(=O)[C@H](Cc1ccc(O)cc1)NC(=O)[C@H](Cc1cnc[nH]1)NC(=O)[C@H](CCCNC(=N)N)NC(=O)[C@H](CC(C)C)NC(=O)[C@H](C)NC(=O)[C@H](CO)NC(=O)[C@H](Cc1ccc(O)cc1)NC(=O)[C@H](Cc1ccc(O)cc1)NC(=O)[C@H](CCCNC(=N)N)NC(=O)[C@H](C)NC(=O)[C@H](CC(C)C)NC(=O)[C@H](CC(=O)O)NC(=O)[C@H](CCC(=O)O)NC(=O)[C@H](C)NC(=O)[C@@H]1CCCN1C(=O)[C@H](C)NC(=O)[C@H](CC(=O)O)NC(=O)[C@H](CCC(=O)O)NC(=O)CNC(=O)[C@@H]1CCCN1C(=O)[C@H](CC(N)=O)NC(=O)[C@H](CC(=O)O)NC(=O)[C@@H]1CCCN1C(=O)[C@H](CCCCN)NC(=O)[C@@H](N)CO)C(=O)N[C@@H](CC(N)=O)C(=O)N[C@@H](CC(C)C)C(=O)N[C@H](C(=O)N[C@H](C(=O)N[C@@H](CCCNC(=N)N)C(=O)N[C@@H](CCC(N)=O)C(=O)N[C@@H](CCCNC(=N)N)C(=O)N[C@@H](Cc1ccc(O)cc1)C(N)=O)[C@@H](C)O)[C@@H](C)CC	-6%
COc1ccc(C2CC(=O)c3c(O)cc(O[C@H]4OC(COC5OC(C)C(O)C(O)[C@@H]5O)C(O)C(O)C4O)cc3O2)cc1O (stereo partly drawn)	1%
CC(C)C[C@H](NC(=O)[C@H](CO)NC(=O)[C@H](C)NC(=O)[C@H](CCCN=C(N)N)NC(=O)[C@H](CCCN=C(N)N)NC(=O)[C@@H](N)CC(C)C)C(=O)NCC(=O)O	8%
COc1ccc(-c2nc3cnc(N4CCN(C)CC4)nc3n(C3CC3)c2=O)cc1	-4%
C=C[C@@]1(C)CC(=O)[C@@]2(O)[C@@]3(C)[C@@H](O)CCC(C)(C)[C@@H]3[C@H](O)[C@H](OC(C)=O)[C@@]2(C)O1	1%[24.8 µM]
O=C(c1cccc(F)c1)N1CCC[C@@]2(CCN(c3ncccn3)C2)C1	13%
N#CCCn1c(=O)c(-c2ccccc2)nc2cnc(Nc3ccccc3)nc21	?
N#Cc1cccc(-c2cc(NCc3cccs3)ncn2)c1	23%
CC1CC=CC2C1C(=O)N(Cc1ccccc1)C2c1ccc(F)c(Br)c1 (stereo not drawn)	?
CC(=O)Oc1cc(OC(C)=O)c2c(c1)OC(c1ccc(OC(C)=O)c(OC(C)=O)c1)C(OC(C)=O)C2 (stereo not drawn)	5%&-12%
Cn1cccc1C(=O)N1CCC2(CCCN(c3ccccn3)C2)CC1	-1%
Cn1cccc1C(=O)N1CCC2(CC1)CN(C(=O)Nc1ccccc1)C2	6%
C[C@H]1[C@H](C)CC[C@]2(C=O)CC[C@]3(C)C(=CC[C@@H]4[C@@]5(C)C[C@@H](O)[C@H](O)[C@@](C)(CO)[C@@H]5CC[C@]43C)[C@H]12	-9%
CCC1OC(=O)C(C)[C@@H](O[C@H]2C[C@@](C)(OC)C(O)C(C)O2)C(C)[C@@H](O[C@@H]2OC(C)CC(N(C)C)C2O)[C@@](C)(O)CC(C)C2NC(COCCOC)O[C@H](C2C)[C@@]1(C)O (stereo partly drawn)	-18%
O=C1/C(=C\c2ccc(O)c(O)c2)Oc2cc(O)ccc21	175%[activator]
C[C@H]1Cc2c(-c3ccccc3)nc3c(c2CO1)CN(S(=O)(=O)c1ccc(Cl)c2nonc12)CC3	9%[11.7 µM]
CNc1nc(-c2ccccc2C)nc2ccccc12	-3%
COc1ccc(CNc2cc(-c3cccc(NS(C)(=O)=O)c3)ncn2)c(OC)c1	10%
C=C(C)C1COc2cc3oc(=O)ccc3cc2O1 (stereo not drawn)	-25%
CO/N=C(\C)CCN1CCc2nc(-c3ccccc3)c(-c3ccccc3)cc2C1	-7%[11.7 µM]
N#Cc1cccc(CS(=O)(=O)c2ccccc2)c1	1%
CC(C)=CCC/C(C)=C/CO/N=C1/C[C@@H](O)[C@@H](O)[C@@H]2[C@@H]3C(=O)N(Cc4ccccc4)C(=O)[C@H]3CC[C@H]12	-27%[11.7 µM]
O=c1[nH]c(=O)n([C@@H]2O[C@H](CO)[C@@H](O)[C@H]2O)cc1Br	15%[24.8 µM]
COCCn1c(=O)c(-c2ccccc2)nc2cnc(N3CCNCC3)nc21	3%
Cc1ccc(-c2cc(C3C4C=CCCC4(C)C(=O)N3Cc3ccccc3)ccc2F)cc1 (stereo not drawn)	-17%
CC(C)CN1CC2(CCN(S(=O)(=O)c3ccccc3)CC2)C1	1%
O=C(Nc1cccc(F)c1)N1CC[C@@]2(CCCN(C(=O)c3cccc(F)c3)C2)C1	4%
COc1ccc(-c2c(C3C4C=CCC(C)C4C(=O)N3Cc3ccccc3)ccc3ccccc23)cc1 (stereo not drawn)	-14%
COC(=O)[C@H](COC(C)(C)C)NC(=O)O[C@@H]1C(=O)c2ccc(OC)cc2O[C@H]1c1ccc2c(c1)OCO2	5%
CCCCC/C=C\C/C=C\CC1OC1C/C=C\CCCC(=O)O (stereo not drawn)	4%
c1nc(NCCN2CCOCC2)c2cc(-c3ccc4c(c3)OCO4)ccc2n1	-10%
CN(C)c1ncc2nc(-c3ccc(F)cc3)c(=O)n(Cc3cccs3)c2n1	5%
CC/C=C\CC[C@H](O)C1=CCCCC1=O	0%[11.7 µM]
O=C(NCC1CC1)[C@H]1C[C@@H]1[C@H](NP(=O)(c1ccccc1)c1ccccc1)c1ccccc1	-10%
COc1cccc(C(=O)CC2c3c(c(Br)c4c(c3OC)OCO4)CCN2C)c1 (stereo not drawn)	-22%
O=c1c(-c2ccc(F)cc2)nc2cnc(N3CCOCC3)nc2n1-c1ccccc1	4%
Cc1cc(O)cc(=O)o1	?
CCC1=C2CC[C@H]3C(=O)NC(=O)[C@H]3[C@H]2[C@@]2(Cc3ccccc3)C(=NCc3ccccc3)OC(=O)N2C1=O	6%
Cc1nc(NC2CCCCC2)c2nc(-c3ccccc3)n(CCCN3CCOCC3)c2n1	-9%
COc1ccc(Oc2ncc3ncc(=O)n(C[C@H]4CCCO4)c3n2)cc1	1%
COC(=O)C1=C(C(=O)OC)[C@@H]2N(C)c3ccc(OC)cc3[C@@]23C[C@@H](C(=O)OC)N(S(=O)(=O)c2c(C)noc2C)C3=N1	-19%[11.7 µM]
CCC(=O)N[C@@H]1CCc2cccc(OC)c2C1	10%[24.8 µM]
C[C@H](N)C(=O)N[C@@H](CO)C(=O)N[C@H](C(=O)N[C@H](C(=O)N[C@H](C(=O)N[C@@H](CC(N)=O)C(=O)N[C@@H](Cc1ccc(O)cc1)C(=O)N[C@H](C(=O)O)[C@@H](C)O)[C@@H](C)O)[C@@H](C)O)[C@@H](C)O	7%
O=C1C=C[C@@H](O)[C@H]2[C@@H]3C(=O)N(C[C@@H]4CCCO4)C(=O)[C@@H]3CC[C@H]12	2%[11.7 µM]
COC(=O)NC(/C(C(=O)OC)=C(\C)NCc1ccccc1)c1ccc(Cl)cc1 (stereo not drawn)	-10%[11.7 µM]
O=C(c1ccc(C(F)(F)F)cc1)N1CCC(=O)N([C@H](COCc2ccc(C(F)(F)F)cc2)Cc2ccccc2)CC1	-16%[44.5 µM]
C=CC[C@@H]1C=C[C@@H](O/N=C(/C)CCC(=O)OC[C@@H]2O[C@H](c3ccccc3)C=C[C@@H]2Oc2ccc(OC)cc2)[C@@H](CO)O1	-10%[11.7 µM]
CCCCN(CC)c1nc(C)nc2c1c(C)c(C)n2-c1c(C)cc(C)cc1C	-11%
CC(C)(C)c1ccc(S(=O)(=O)/C=C\C#N)cc1	0%[24.8 µM]
COC(=O)[C@@]1(Cc2ccc(OC)cc2)[C@H]2c3cc(C(=O)N4CCCC4)n(Cc4ccsc4Br)c3C[C@H]2CN1C(=O)c1ccccc1	-8%
O=C(O)CCC/C=C\C/C=C\C=C\[C@@H](O)C/C=C\CCCCCO	10%
More entries follow:
SMILES	Menin MLL FP TR
O=C(c1ccncc1)N1CCC2(CC1)CCN(c1ncccn1)CC2	3%
O=C1CC(c2ccccc2O)Oc2ccc(O)cc21 (stereo not drawn)	-6%[24.8 µM]
COC(=O)[C@@]1(Cc2ccc(OC)cc2)[C@H]2c3cc(C(=O)N(C)C)n(CCc4ccc(O)c(OC)c4)c3C[C@H]2CN1C(=O)c1ccccc1	-18%
CC1CCC2=C1C[C@H](C(C)(C)O)CC[C@@H]2C (stereo partly drawn)	-1%
COc1ccc2c(c1)O[C@H](c1ccc3c(c1)OCO3)[C@@H](OC(=O)Nc1ccc(OC(F)F)cc1)C2=O	4%
CC(C)(C)OC(=O)N1C2C=CC1C1=COCCN1C2=O (stereo not drawn)	-15%
O=c1c(CCc2ccccc2)nc2cnc(N3CCOCC3)nc2n1-c1ccccc1	39%[activator]
c1ccc(Nc2ncncc2-c2ccoc2)cc1	-18%
COC(=O)NC(c1ccccc1)[C@@]1(C(=O)OC)CCCC1=O (stereo partly drawn)	0%[11.7 µM]
CC(C)OC(=O)[C@@H]1CC[C@H](C)[C@@H](CCCC=O)O1	-15%
Nc1ncnc2c1nc(Br)n2C1CC(O)C(CO)O1 (stereo not drawn)	4%
COc1cccc(Cn2c(=O)c(C)nc3cnc(Nc4cccc(OC)c4)nc32)c1	?
O=C(c1cccc(F)c1)N1CCC2(CCCN(c3ccccn3)C2)CC1	-9%
CNc1nc(-c2cccc(NS(C)(=O)=O)c2)nc2ccccc12	12%
CC(=O)OCC1OC(C#CC2=CCCCC2)C=CC1OC(C)=O (stereo not drawn)	5%[11.7 µM]
CCCn1c(=O)[nH]c2nc(-c3ccc(S(=O)(=O)O)cc3)[nH]c2c1=O	?
O=C(c1cc(C(F)(F)F)cc(C(F)(F)F)c1)N1CCC[C@@]2(CCN(c3ccccn3)C2)C1	-9%
